# Source: PubChem BioAssay (several laboratories)
# UGM FP inh – M. tuberculosis UGM enzyme inhibitors, primary screen, biochemical, fluorescence polarization, single point | UDP-galactopyranose mutase (Mycobacterium tuberculosis (strain ATCC 25618 / H37Rv)), … | purified UGM, fluorescence polarization probe displacement | inhibition, % at 10 µM | 0.06% of 320,000 active; in the data active = inhibition above about 10%, passing the limit was not always enough
# Target sequence (P9WIQ1 whole entry, looked up): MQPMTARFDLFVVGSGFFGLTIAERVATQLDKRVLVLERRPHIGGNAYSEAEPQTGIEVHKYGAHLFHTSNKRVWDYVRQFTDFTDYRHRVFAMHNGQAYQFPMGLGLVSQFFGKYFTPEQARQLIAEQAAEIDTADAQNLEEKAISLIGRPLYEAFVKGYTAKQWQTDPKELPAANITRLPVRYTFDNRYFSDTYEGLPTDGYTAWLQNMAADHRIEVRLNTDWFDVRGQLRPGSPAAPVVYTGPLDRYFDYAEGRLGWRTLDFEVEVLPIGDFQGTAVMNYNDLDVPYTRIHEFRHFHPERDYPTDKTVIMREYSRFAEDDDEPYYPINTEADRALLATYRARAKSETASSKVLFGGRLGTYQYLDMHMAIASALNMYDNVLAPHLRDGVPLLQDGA
# BoNT F protease – BoNT/F light chain protease inhibitors, primary screen, biochemical, flow cytometry, MLPCN library | 0.22% of 360,000 active | AID 588497, 2011 | inhibition, % at 10 µM | Multiplex microsphere protease cleavage assay | Botulinum neurotoxin type F light chain protease (Clostridium botulinum); in the data active = inhibition above about 35%, passing the limit was not always enough; also: plate controls were buffer without enzyme for full effect and enzyme alone for no effect
# FBA Mtb inh – Mtb FBA enzyme inhibitors, primary screen, biochemical, fluorescence, strain H37Rv | Fructose-bisphosphate aldolase (Mycobacterium tuberculosis (strain ATCC 25618 / H37Rv)), … | purified M. tuberculosis FBA, fluorescence read-out | inhibition, % at 1 µM | 2.3% of 360,000 active; in the data active = inhibition above about 27%;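 also: 0% = vehicle and 100% = reference inhibitor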
# Target sequence (P9WQA3 whole entry, looked up): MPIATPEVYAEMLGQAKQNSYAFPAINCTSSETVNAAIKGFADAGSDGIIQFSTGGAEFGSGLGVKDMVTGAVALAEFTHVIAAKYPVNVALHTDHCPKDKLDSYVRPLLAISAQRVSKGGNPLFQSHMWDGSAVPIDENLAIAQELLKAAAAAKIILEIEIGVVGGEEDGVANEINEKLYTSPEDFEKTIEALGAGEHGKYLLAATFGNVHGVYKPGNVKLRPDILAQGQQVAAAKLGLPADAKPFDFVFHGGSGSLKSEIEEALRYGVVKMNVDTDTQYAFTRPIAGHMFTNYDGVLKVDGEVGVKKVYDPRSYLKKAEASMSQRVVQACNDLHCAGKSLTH
# CCHF vOTU inh – CCHFV vOTU protease inhibitors, primary screen, biochemical, Pep-AMC substrate, fluorescence | 0.55% of 370,000 active | inhibition, % at 11.5 µM | AID 651958, 2012 | Crimean-Congo hemorrhagic fever virus L polyprotein viral ovarian tumor (vOTU) protease …; also: 0% = vehicle wells with enzyme and 100% = no enzyme wells
# BioA inh – M. tuberculosis BioA enzyme inhibitors, primary screen, biochemical, plate reader, single point, HTS. inhibition, % at 9.99 µM. 7,8-diaminopelargonic acid synthase BioA (Mycobacterium tuberculosis). purified M. tuberculosis BioA enzyme. 0.096% of 360,000 active. AID 602481, 2012; in the data active = inhibition above about 40%
# FadD28 binding – inhibitors of FadD28 bisubstrate probe binding, primary screen, biochemical, fluorescence polarization, single point. inhibition, % at 12.5 µM. Mycobacterium tuberculosis FadD28 fatty-acid-AMP ligase. 0.22% of 360,000 active; in the data active = inhibition above about 8.5%, passing the limit was not always enough
# GDH-TPI counter – GDH-TPI coupling enzyme inhibitors, primary screen, artefact control for M. tuberculosis FBA inhibitor project, biochemical, absorbance, full deck; GDH-TPI coupled enzyme counterscreen, NADH absorbance; inhibition, % at 4.8 µM; 1.2% of 360,000 active; AID 588335, 2011;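 also: 0% = DMSO wells and 100% = wells lacking the enzyme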
# PrPC surface inh – inhibitors of human cell surface prion protein PrPC, primary screen, cell-based, TR-FRET | Major prion protein (Homo sapiens), P04156 | TR-FRET read-out | inhibition, % at 13.8 µM | 0.43% of 370,000 active | AID 720596, 2013; in the data active = inhibition above about 24%; also: 0% = median of the test wells and 100% = reference compound wells
# BoNT-A LC inh2 – BoNT/A light chain protease inhibitors, primary screen, biochemical, flow cytometry, MLPCN library; Botulinum neurotoxin type A light chain protease (Clostridium botulinum A str. ATCC 3502); multiplex microsphere protease substrate cleavage; inhibition, % at 10 µM; 0.17% of 360,000 active; in the data active = inhibition above about 30%; also: plate controls were buffer without enzyme for full effect and enzyme alone for no effect
# * hit, by the source's call; · = not tested or not shown. Rule as the data show it, unless noted: active = inhibition above about 30%; inactive = the rest.
# Short forms – A = UGM FP inh; B = BoNT F protease; C = FBA Mtb inh; D = CCHF vOTU inh; E = BioA inh; F = FadD28 binding; G = GDH-TPI counter; H = PrPC surface inh; I = BoNT-A LC inh2
(1) COC/C=C/C1=CC2=CC(=O)C(C)(OC(=O)c3cnc4ccccc4n3)C(=O)C2=CN1CCN1CCOCC1 (stereo not drawn)
  A: 0.4; B: 2; C: -2; D: 5; E: -2.2; F: -3.1; G: 1; H: -19; I: 0.3

(2) CCn1cc(S(=O)(=O)c2ccc(Cl)cc2)c(=O)c2cc(OC)ccc21
  A: -2.5; B: -3; C: 4; D: 8; E: 2.4; F: -4.2; G: 0; H: -2; I: 1.4

(3) CCOc1ccc(CNC(=O)CCCN2C(=O)C(c3ccccc3)Oc3cccnc32)cc1 (stereo not drawn)
  A: 0.2; B: 6; C: -5; D: 4; E: -1.9; F: -3.2; G: -6; H: 9; I: 0.7

(4) CC1(C(=O)NC2CCCC2)CCC(=O)N1CCCn1ccnc1 (stereo not drawn)
  A: ·; B: 3; C: -1; D: -3; E: -0.7; F: -0.4; G: ·; H: -4; I: -1.1

(5) COc1ccccc1C(=O)NC(=S)NC12CC3CC(CC(C3)C1)C2
  A: 1.4; B: 1; C: 1; D: 3; E: 1.0; F: -0.8; G: 0; H: 0; I: -0.9

(6) CCOC(=O)c1cc(=O)n2nc(-c3ccccc3F)nc2s1
  A: -0.9; B: -10; C: 1; D: 15; E: ·; F: -1.5; G: 2; H: -3; I: -1.3

(7) Cc1ccsc1C1C(C#N)=C(N)Oc2n[nH]c(C)c21 (stereo not drawn)
  A: -1.9; B: -3; C: -4; D: 7; E: 1.1; F: 0.4; G: 11; H: -6; I: -1.4

(8) Cc1ccc(C(=Cc2ccc([N+](=O)[O-])cc2)C(=O)O)cc1
  A: ·; B: -3; C: -3; D: 11; E: ·; F: -3.0; G: 22; H: -5; I: -0.3

(9) COc1cc(C)c(Cl)cc1S(=O)(=O)NCCCN1CCOCC1
  A: 5.2; B: 5; C: 5; D: -2; E: -4.1; F: -0.5; G: 9; H: -5; I: 1.9

(10) CN(CCC#N)c1ccc(/C=C(\C#N)c2ccccn2)cc1
  A: -0.9; B: -11; C: -9; D: 1; E: 4.7; F: -0.9; G: 7; H: -22; I: -0.8

(11) CCC(CC)N=C1NS(=O)(=O)c2cc([N+](=O)[O-])ccc21
  A: 3.0; B: -2; C: 0; D: 8; E: ·; F: 0.1; G: 11; H: -39; I: -1.3

(12) NC(=O)COC(=O)c1ccccc1Oc1ccccc1
  A: 0.5; B: 4; C: 3; D: -10; E: ·; F: -0.5; G: 9; H: 3; I: 0.6

(13) Cc1cc(Br)c(OCc2ccc(C(=O)N/N=C3\CC4CC=CC34)cc2)c(Br)c1 (stereo not drawn)
  A: 0.5; B: -6; C: -1; D: 12; E: ·; F: -2.9; G: 6; H: 10; I: -0.5

(14) O=C1CN(S(=O)(=O)c2cc(Br)ccc2Br)CCN1
  A: 1.2; B: -5; C: -2; D: -13; E: 1.1; F: -2.9; G: 2; H: 6; I: -3.3

(15) Cc1ccsc1C(=O)OCC(=O)N(C)c1c(N)n(Cc2ccccc2)c(=O)[nH]c1=O
  A: 0.8; B: 7; C: -2; D: -3; E: -0.2; F: 1.4; G: -6; H: 5; I: -1.6

# Record cards, as listed above. Screens in order: UGM FP inh	BoNT F protease	FBA Mtb inh	CCHF vOTU inh	BioA inh	FadD28 binding	GDH-TPI counter	PrPC surface inh	BoNT-A LC inh2
# CCn1cc(S(=O)(=O)c2ccc(Cl)cc2)c(=O)c2cc(OC)ccc21 as listed: -2.5	-3	4	8	2.4	-4.2	0	-2	1.4
# CCC(CC)N=C1NS(=O)(=O)c2cc([N+](=O)[O-])ccc21 as listed: 3.0	-2	0	8	·	0.1	11	-39	-1.3
# O=C1CN(S(=O)(=O)c2cc(Br)ccc2Br)CCN1 as listed: 1.2	-5	-2	-13	1.1	-2.9	2	6	-3.3
# CN(CCC#N)c1ccc(/C=C(\C#N)c2ccccn2)cc1 as listed: -0.9	-11	-9	1	4.7	-0.9	7	-22	-0.8

# (listing goes on)
# Short forms – A = UGM FP inh; B = BoNT F protease; C = FBA Mtb inh; D = CCHF vOTU inh; E = BioA inh; F = FadD28 binding; G = GDH-TPI counter; H = PrPC surface inh; I = BoNT-A LC inh2
(16) COc1cccc(CN(CC(=O)NC2CCCCC2)C(=O)c2csnn2)c1
  A: -3.0; B: 27; C: 3; D: -7; E: -1.1; F: -2.4; G: 4; H: -3; I: 3.7

(17) C=CCCC(=O)N1CCC(CCC(=O)NC2CC2)CC1
  A: 2.0; B: -8; C: -1; D: 0; E: ·; F: 0.6; G: 2; H: 5; I: -1.9

(18) CCN(CC)CCNC(=O)c1nn(-c2ccc(C)cc2)c(=O)c2c1c1ccccc1n2C
  A: -1.1; B: 0; C: 6; D: 9; E: -0.5; F: -1.7; G: 12; H: -6; I: 0.8

(19) C=CCn1c(SCc2ccc3nonc3c2)nnc1-c1cccs1
  A: -4.6; B: 21; C: 4; D: 13; E: 18; F: -9.8; G: 8; H: -20; I: 0.9

(20) CCOC(=O)N1CCC(NC(=O)CC2C(=O)NCCN2Cc2ccccc2)CC1 (stereo not drawn)
  A: 2.0; B: -5; C: 1; D: 7; E: -0.2; F: -2.6; G: 1; H: -6; I: -1.8

(21) O=C(c1ccco1)N1CCN(C(=O)C2CCCN(S(=O)(=O)c3cccc4nsnc34)C2)CC1 (stereo not drawn)
  A: 1.2; B: -5; C: 1; D: -9; E: -5.1; F: -0.4; G: 16; H: -29; I: -0.7

(22) COc1ccccc1OCc1cc(C(=O)N2CC3C[C@@H]4CC2C[C@H](C3)C4)no1
  A: -2.2; B: 2; C: 0; D: 4; E: -1.0; F: -1.5; G: -2; H: 0; I: 0.7

(23) COc1ccc(CN=Cc2c(O)[nH]c3ccccc23)cc1
  A: -0.5; B: -7; C: -5; D: 2; E: ·; F: -0.2; G: 10; H: 3; I: -0.2

(24) O=S(=O)(c1cccs1)N1CCN(c2ccccc2Cl)CC1
  A: 0.0; B: -7; C: 0; D: -5; E: -2.5; F: -2.1; G: -3; H: 6; I: -4.7

(25) Cc1cc(NC(=O)CSc2nc(Cc3ccccc3)c(C)[nH]2)no1
  A: -1.3; B: 11; C: -1; D: 8; E: 0.2; F: -3.4; G: -2; H: 10; I: 1.6

(26) O=c1sc2ccccc2c(N2CCCC2)c1[N+](=O)[O-]
  A: -1.4; B: 1; C: 0; D: 0; E: 0.1; F: -2.0; G: 2; H: 0; I: 0.0

(27) CCCn1ncc(OC)c(Cl)c1=O
  A: -1.5; B: 2; C: 2; D: -1; E: ·; F: -1.9; G: 0; H: 6; I: 3.1

(28) COc1ccc(-n2c(Cn3c(=O)sc4ccccc43)nnc2SCC(=O)N2CCCC2)cc1
  A: -5.2; B: 3; C: 1; D: -5; E: -1.5; F: -0.8; G: 0; H: -8; I: 0.2
